Assay outcomes (PubChem)
ADAM17 inh – ADAM17 inhibition, QFRET primary screen; P78536; recombinant ADAM17, EDANS/DABCYL FRET peptide cleavage; inhibition, % at 6.95 µM; 370,000 tested, 0.83% active; AID 720648;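 active means inhibition above the mean of compounds lying between control limits plus 3 SD, set per campaign, cut at about 8.5% in these data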;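 further: 0% = DMSO-only wells as the low control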
Target sequence (P78536 215-824 limits assumed): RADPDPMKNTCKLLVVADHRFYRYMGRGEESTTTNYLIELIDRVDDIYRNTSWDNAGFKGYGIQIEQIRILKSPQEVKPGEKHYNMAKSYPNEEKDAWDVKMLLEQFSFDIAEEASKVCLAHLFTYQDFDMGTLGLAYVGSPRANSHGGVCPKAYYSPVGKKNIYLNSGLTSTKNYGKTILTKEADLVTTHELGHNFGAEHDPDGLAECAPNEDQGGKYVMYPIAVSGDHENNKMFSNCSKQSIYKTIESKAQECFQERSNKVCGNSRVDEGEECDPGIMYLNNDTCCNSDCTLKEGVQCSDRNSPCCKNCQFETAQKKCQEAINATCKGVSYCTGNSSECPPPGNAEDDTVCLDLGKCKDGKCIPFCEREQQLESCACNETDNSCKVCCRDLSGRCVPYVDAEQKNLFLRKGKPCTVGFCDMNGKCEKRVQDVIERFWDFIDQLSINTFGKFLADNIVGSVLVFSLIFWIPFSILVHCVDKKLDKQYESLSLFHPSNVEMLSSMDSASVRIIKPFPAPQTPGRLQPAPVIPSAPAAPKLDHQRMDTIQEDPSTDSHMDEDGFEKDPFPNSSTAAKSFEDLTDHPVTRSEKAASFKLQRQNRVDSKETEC
hcDAF12 agonist – activators of H. contortus DAF-12 nuclear receptor | HEK293 hcDAF-12 lit1-tk-luc reporter, luminescence; 0% DMSO, 100% Δ7-dafachronic acid | activation, % at 6.8 µM | 370,000 tested, 1.4% active | AID 652067;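 active means activation above the mean of all tested compounds plus 3 SD, cut at about 5.5% in these data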;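 further: 100% = response to 3 µM Δ7-dafachronic acid high control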
DAX1 inh-1 – DAX1 (NR0B1) inhibition, primary screen | HEK293T StAR-luciferase reporter, SF-1/DAX-1 repression relief | inhibition, % at 6.8 µM | 370,000 tested, 1.1% active | AID 652010;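 active means inhibition above the mean over all tested compounds plus 3 SD, cut at about 3.6% in these data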;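 further: 0% = DAX-1 cells with DMSO and 100% = cells lacking DAX-1 with DMSO; higher inhibition means more luminescence from relief of DAX-1 repression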
FXN GAA850 act – frataxin GAA850 promoter activation; 360,000 tested, 0.56% active; AID 540364; HEK293 lucGAA850 FXN promoter luciferase reporter, 24 h; percent of 10 µM SAHA response; activation, % at 6 µM;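 active means activation above the average of all compounds screened plus 3 SD, cutoff fixed separately per campaign, cut at about 7.5% in these data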;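 further: 0% = DMSO wells and 100% = 10 µM SAHA wells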
ADAM10 inh – inhibitors of human ADAM10. O14672. recombinant ADAM10, EDANS/DABCYL FRET peptide cleavage, 3 h. inhibition, % at 7 µM. 370,000 tested, 0.62% active. AID 720582;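 active means inhibition above a per-campaign cutoff equal to the mean of compounds falling between control-based bounds plus 3 SD, cut at about 20% in these data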;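 further: 0% = DMSO wells while the 100% control is not disclosed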
PLC-gamma1 inh – inhibitors of human phospholipase C gamma1. P19174. purified PLC-gamma1, fluorogenic substrate, fluorescence. inhibition, % at 12.2 µM. 370,000 tested, 0.84% active; in the data active means inhibition above about 9.5%
HGIII-sPLA2 inh – Blocks human group III sPLA2 activity | Q9NZ20 | QFRET BODIPY PC-A2 liposome hydrolysis, fluorescence | inhibition, % at 12.2 µM | 370,000 tested, 0.56% active;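 active means inhibition above mean plus 3 SD of compounds lying within the high and low control bounds, cut at about 19% in these data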;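 further: 0% = median of test compound wells and 100% = no enzyme DMSO wells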
Target sequence (Q9NZ20 whole entry, looked up): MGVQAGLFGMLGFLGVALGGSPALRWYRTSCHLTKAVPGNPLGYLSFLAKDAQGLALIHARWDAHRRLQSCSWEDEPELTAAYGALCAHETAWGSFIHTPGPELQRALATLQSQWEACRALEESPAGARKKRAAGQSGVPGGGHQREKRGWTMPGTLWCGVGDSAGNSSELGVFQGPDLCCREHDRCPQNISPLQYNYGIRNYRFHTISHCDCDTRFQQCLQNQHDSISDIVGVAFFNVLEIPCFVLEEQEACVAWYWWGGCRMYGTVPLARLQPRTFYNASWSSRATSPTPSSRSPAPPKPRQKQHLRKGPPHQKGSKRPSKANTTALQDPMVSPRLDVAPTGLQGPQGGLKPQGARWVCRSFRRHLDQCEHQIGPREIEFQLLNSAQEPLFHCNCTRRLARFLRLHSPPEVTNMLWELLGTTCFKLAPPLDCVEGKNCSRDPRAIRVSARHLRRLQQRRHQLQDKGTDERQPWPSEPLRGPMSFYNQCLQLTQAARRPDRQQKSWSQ
PLCb3 inh – blocks human PLC-beta3 enzyme activity; Purified PLC-beta3, fluorogenic substrate, fluorescence; inhibition, % at 12.2 µM; 370,000 tested, 0.18% active; AID 720704; in the data active means inhibition above about 11%;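 further: 0% = median of compound wells on plate and 100% = full blocker control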
ssDAF12 agonist – S. stercoralis DAF-12 activation, primary screen. HEK293 ssDAF-12/GRIP1 lit1-tk-luc reporter, luminescence; % of 3 µM dafachronic acid response. activation, % at 6.8 µM. 370,000 tested, 1% active;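 active means activation above the mean over all tested compounds plus 3 SD, cut at about 0.9% in these data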;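 further: 0% = DMSO-only wells and 100% = 3 µM delta7-dafachronic acid wells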
hgDAF12 agonist – agonists of H. glycines DAF-12 nuclear receptor; HEK293 GAL4-hgDAF12 UAS-luciferase reporter, agonist luminescence; normalized to butyrate control; activation, % at 6.8 µM; 370,000 tested, 1.8% active; AID 687014;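 active means activation above a cutoff set at the mean of all screened compounds plus 3 SD, cut at about 10% in these data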;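 further: 0% = DMSO wells and 100% = sodium butyrate wells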
DAX1 inh-2 – inhibitors of human orphan nuclear receptor DAX1 (NR0B1); P51843; HEK293 Gal4-DAX1 luciferase reporter, luminescence; inhibition, % at 6.75 µM; 340,000 tested, 0.99% active; AID 504766;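 active means inhibition above the mean over all tested compounds plus 3 SD, cut at about 4.2% in these data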;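 further: 0% = DAX1-transfected cells with DMSO and 100% = empty-vector control cells with DMSO; inhibition shows as a rise in luminescence from relieved DAX1 repression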
The depositor's hits bear a star; · = not tested or not shown.

SMILES	ADAM17 inh	hcDAF12 agonist	DAX1 inh-1	FXN GAA850 act	ADAM10 inh	PLC-gamma1 inh	HGIII-sPLA2 inh	PLCb3 inh	ssDAF12 agonist	hgDAF12 agonist	DAX1 inh-2
O=C(O)/C(=C\c1ccc(C(F)(F)F)cc1)c1ccc(S(=O)(=O)N2CCCC2)s1	0	0.2	0.7	0.5	2	-9	-16	-8	-0.6	3.1	1.0
CCOc1cccc(C(=O)NNC(=O)CCC(=O)O)c1	4	2.9	-0.1	1.3	4	3	3	5	-1.0	-1.4	-0.1
CCC(=O)N1CCc2cc(Br)cc(S(=O)(=O)CCC(=O)N(CC)CC)c21	-3	-1.0	0.3	0.9	1	0	-1	-4	-1.2	0.3	3.1
Cc1cc2nc[nH]c(=O)n2n1	-5	-0.2	-0.1	-1.7	-16	2	10	-4	-0.9	2.9	1.9
N/C(=N\OC(=O)c1cccc(Cl)c1)c1cccnc1	-6	4.7	1.5	3.6	-7	0	5	0	0.2	11*	1.6
O=C(COC(=O)C1CC2CCCC(C1)C2=O)NC(=O)c1ccccc1 (stereo unspecified)	-3	-1.1	-0.2	0.0	-13	3	0	-6	-0.7	-1.4	-0.2
COc1ccc(C(CNC(=O)c2cc3ccccc3cc2OC)N2CCCC2)cc1 (stereo unspecified)	-36	1.0	0.2	-3.4	-145	-20	-6	-30	-1.3	-1.1	0.2
CCCSc1nc(O)c(C2OC(=O)c3c2ccc(OC)c3OC)c(=O)n1C (stereo unspecified)	-1	-1.2	0.8	-1.1	-1	-1	2	2	-1.0	-2.9	0.2
COc1ccc(C(=O)Nc2ccccc2N2CCN(C(=O)c3ccccc3)CC2)cc1Br	2	-2.7	-5.3	-7.0	18	1	-8	-5	-1.9	-3.0	-0.7
O=C(O)c1ccccc1SCC(=O)N1CCOCC1	-1	0.4	-0.7	2.6	-8	1	5	0	-1.4	-1.3	0.1
Clc1ccc(-c2nnc3sc(Cc4cccs4)nn23)c(Cl)c1	1	-2.0	-0.6	-2.0	4	3	-35	2	-1.6	-2.5	-1.5
O=c1[nH]c(NC2CCN(S(=O)(=O)c3ccccc3C(F)(F)F)CC2)nc2c1CCCC2	1	-1.5	-0.1	-6.5	-5	1	-1	-1	-0.9	-1.9	1.0
CCN1CCN(c2oc(COc3ccc(Cl)cc3)nc2C#N)CC1	-1	-1.4	0.2	3.5	1	2	-5	-10	-1.5	-3.0	-1.9
O=C(CSc1nnc(-c2cccnc2)n1Cc1ccco1)Nc1cccc(O)c1	-1	-1.2	0.1	2.2	-2	0	-6	-2	-1.0	-1.3	-0.9
CC(=O)c1cc(-c2ccccc2)[nH]c1N1CCCC1	-1	-1.2	0.2	1.8	-1	-10	9	-13	-1.4	1.7	1.1
COc1ccc(NS(=O)(=O)c2ccc3c(c2)CCC(=O)N3)cc1O	-3	0.6	-0.2	-1.8	-7	-3	-1	-4	-1.0	0.8	-0.2
c1ccc(-n2cccc2)c(N2CCCCC2)c1	-4	-0.1	0.2	0.6	-3	-5	0	-5	-0.5	-1.0	·
O=C(NCCc1ccccc1)C1CCN(S(=O)(=O)N2CCCC2)CC1	-3	0.4	0.3	1.2	-3	0	13	-1	-0.9	1.6	-0.4
CCOc1ccc(C(C)NC(=O)c2cccc(F)c2)cc1 (stereo unspecified)	6	-0.1	-1.1	1.3	6	-2	0	2	-0.5	-1.8	-2.0
Cc1csc(NC(=O)CCCC(=O)c2ccccc2)n1	-5	-0.5	-0.1	-0.3	-5	1	2	-5	-1.5	2.0	2.6
O=C(COC(=O)CNS(=O)(=O)c1ccc(F)c(F)c1F)Nc1ccc(OC(F)F)cc1	2	-1.7	0.1	-2.2	6	-4	-15	-3	-0.1	0.0	0.2
COc1ccc2c(c1)CCCN2C(=O)C1CCCN(S(=O)(=O)c2ccccc2)C1 (stereo unspecified)	-3	-4.3	-1.4	·	-8	1	5	-3	-1.2	-2.7	·
Cc1oc2c(c(C)nn2-c2ccccc2)c(=O)c1Cl	2	-0.3	0.1	·	7	6	1	-1	-1.7	-1.8	·
O=C(CN1CCN(Cc2ccc(Cl)cc2)CC1)N/N=C/c1cccc(F)c1	3	-2.0	-0.5	-0.7	-3	-2	6	-10	-0.9	-1.4	·
CCOc1ccc(N2C(=O)CC(N(CCc3ccc(OC)c(OC)c3)C(=O)/C=C/C(=O)O)C2=O)cc1 (stereo unspecified)	0	-3.0	0.6	-3.0	-2	2	12	-6	-0.8	0.9	1.0

(listing goes on)
SMILES	ADAM17 inh	hcDAF12 agonist	DAX1 inh-1	FXN GAA850 act	ADAM10 inh	PLC-gamma1 inh	HGIII-sPLA2 inh	PLCb3 inh	ssDAF12 agonist	hgDAF12 agonist	DAX1 inh-2
Cc1nc2sc3c(c2c(=O)n1/N=C/c1ccco1)CCCC3	-4	-1.9	0.3	0.8	-3	2	3	-2	-1.7	2.3	0.1
COc1ncnc2c1ncn2CCCN1CCN(Cc2cccc3ccccc23)CC1	-1	-1.7	-1.1	0.6	-1	5	-1	2	-1.2	-3.1	1.0
COCc1nnc(NC(=O)C2CC(=O)N(CCc3ccc(F)cc3)C2)s1 (stereo unspecified)	-1	-0.5	-0.1	-0.1	-4	0	-3	-10	-0.3	2.2	0.3
CC(=O)NC(=S)Nc1ccccc1C(=O)NC1CCCCC1	3	-0.5	1.1	1.2	4	2	4	6	3.9*	3.3	-0.1
Cc1cc(OCC(C)CN2CCC(C(O)(c3ccccc3)c3ccccc3)CC2)ccc1Br (stereo unspecified)	2	-2.9	-0.8	·	7	0	-10	-5	-1.6	3.5	·
CCCCNC(=O)Cn1nc([N+](=O)[O-])c([N+](=O)[O-])c1C	5	1.5	-0.5	3.0	15	4	3	4	-1.1	-0.6	0.1
CC(C)(CN1CCc2ccccc2C1)NS(=O)(=O)c1ccc(Cl)cc1	-5	-0.8	-0.4	-2.3	0	2	-6	0	-1.6	-2.6	1.4
CC(C)=C1C2CCC1C1C(=O)N(NC(=O)COc3ccc(C(C)(C)C)cc3)C(=O)C21 (stereo unspecified)	3	-2.2	-0.6	-0.7	-8	1	-9	4	-1.2	1.7	-0.3
Cc1cccc(OCC(=O)OCC(=O)N2CCN(C(=O)c3ccco3)CC2)c1C	4	-0.7	0.7	0.2	1	7	-2	-3	0.0	-0.3	-0.5
COc1ccc(CCNC(=O)COC(=O)C23CC4CC(CC(Br)(C4)C2)C3)cc1	-2	-2.6	-1.7	0.1	1	5	-3	3	-1.4	0.2	-0.9
Cc1cc(C)c(C#N)c(SCC(=O)CC(=O)OC(C)C)n1	-32	0.8	-0.3	2.4	-135	-55	-3	-66	-0.7	-1.5	0.3
CC1CCCCC12NC(=O)N(CC(=O)OCC(=O)N(C)C1CCCCC1)C2=O (stereo unspecified)	-2	0.3	1.3	1.5	-17	1	2	-1	-1.0	2.1	-0.8
CC(=O)Nc1ccc(NC(=O)CSc2nnc(-c3n[nH]c4c3CCC4)n2N)cc1	-1	-0.2	-0.8	·	-3	0	0	3	-1.2	2.4	·
COc1ccccc1/C=N/NC(=O)CC(=O)NCc1ccccc1	1	-1.2	-0.3	-0.3	0	1	-9	3	-0.8	3.9	-1.0
Cn1ncc2cc3c(Nc4ccc(Cl)cc4)cccc3nc21	-2	-1.7	-1.5	·	-7	-106	-5	-144	-1.4	-1.2	·
Cc1cc(C)n(C(C)CC(=O)Nc2ccc3c(c2)OCCO3)n1 (stereo unspecified)	0	-1.8	-3.1	-5.3	-7	-1	6	2	-1.1	-2.4	0.7
O=S(=O)(Nc1cccc(S(=O)(=O)N2CCCC2)c1)c1cccs1	-2	0.0	-0.6	-0.3	0	-6	-10	2	-1.2	-1.1	0.5
Cn1c(=O)c(=O)n(C)c2cc(S(=O)(=O)N3CCN(Cc4ccccc4)CC3)ccc21	1	-2.0	-0.5	-0.6	-2	-2	7	-1	-1.4	-0.6	-1.1
CC(=O)N1CCN(S(=O)(=O)c2ccc(Cl)cc2F)CC1	-2	-1.1	0.2	2.2	-8	1	4	-5	-0.6	6.9	0.0
Cc1ccc(NC(=S)N2CCC(NC(=O)c3ccc(F)cc3)CC2)cc1	-1	-1.4	-0.2	2.5	1	1	4	-4	-1.0	1.0	-0.6
C=CCN1CCCC1CNC(=O)c1cc2[nH]nnc2cc1OC (stereo unspecified)	-15	0.8	1.6	0.7	-63	-5	-13	-5	-1.4	-1.7	1.4
CN(CC(=O)Nc1ccc(F)c(F)c1F)C(=O)c1ccc2c(c1)OCCO2	-2	-1.3	0.2	1.2	3	-1	2	-1	-0.6	2.0	0.5
CC(O)(CS(=O)(=O)c1ccc(Br)cc1)c1ccccc1 (stereo unspecified)	-1	0.9	0.4	0.2	-10	0	0	-1	-1.2	-1.1	-0.5
CC1(C(=O)Nc2cccc3cccnc23)CCN1Cc1ccc(-c2ccccc2)o1 (stereo unspecified)	-9	3.7	-2.0	-0.6	-41	-17	-9	-20	-0.3	-0.4	·
O=C(Cc1ccccc1)NC1CCN(Cc2ccccc2)CC1	0	-2.3	0.9	0.6	-4	4	7	2	-1.4	0.5	-0.6

Next results follow:
SMILES	ADAM17 inh	hcDAF12 agonist	DAX1 inh-1	FXN GAA850 act	ADAM10 inh	PLC-gamma1 inh	HGIII-sPLA2 inh	PLCb3 inh	ssDAF12 agonist	hgDAF12 agonist	DAX1 inh-2
O=C(Nc1ccccc1)C(c1ccccc1)C1CCCC1 (stereo unspecified)	2	-1.7	0.1	5.1	16	0	-2	-2	-1.0	-2.2	-1.1
CCN(CC)S(=O)(=O)c1ccc(C(=O)Nc2nnc(CSC)o2)cc1	0	-0.9	-0.3	3.5	2	-1	-1	1	-1.4	4.0	0.0
Cc1ccc(SCC(=O)OC(C)C(=O)NCc2ccccc2)cc1 (stereo unspecified)	-2	-0.1	-0.6	2.0	-5	-3	11	-2	-0.5	-1.6	-1.2
CC1(C)NC(=O)NC2(C)NC(=O)NC(C)(C)C12 (stereo unspecified)	-1	-2.4	0.1	-2.0	6	3	3	2	-1.2	-0.9	-0.2
Cc1noc(C)c1CSCC(=O)Nc1nc2ccccc2s1	-2	4.2	-2.0	2.6	1	-1	-13	-11	-1.0	-0.9	0.7
CCc1ccccc1NC(=S)N(CCN1CCOCC1)Cc1ccccc1F	-1	-0.3	-0.8	0.9	3	-1	0	0	-1.5	-0.1	-0.5
N#Cc1ccccc1OCC(=O)N(Cc1nnc(-c2ccccc2Cl)o1)C1CC1	-1	-0.2	0.0	2.3	-10	-5	-6	-11	-0.7	-2.1	-1.5

Among those listed so far, these contain a cyano group:
SMILES	ADAM17 inh	hcDAF12 agonist	DAX1 inh-1	FXN GAA850 act	ADAM10 inh	PLC-gamma1 inh	HGIII-sPLA2 inh	PLCb3 inh	ssDAF12 agonist	hgDAF12 agonist	DAX1 inh-2
CCN1CCN(c2oc(COc3ccc(Cl)cc3)nc2C#N)CC1	-1	-1.4	0.2	3.5	1	2	-5	-10	-1.5	-3.0	-1.9
Cc1cc(C)c(C#N)c(SCC(=O)CC(=O)OC(C)C)n1	-32	0.8	-0.3	2.4	-135	-55	-3	-66	-0.7	-1.5	0.3
N#Cc1ccccc1OCC(=O)N(Cc1nnc(-c2ccccc2Cl)o1)C1CC1	-1	-0.2	0.0	2.3	-10	-5	-6	-11	-0.7	-2.1	-1.5
